TRPML3 ag: human TRPML3 channel agonists, primary screen, cell-based, HEK293 TRPML3-YFP, Fluo-8 calcium fluorescence, 3 µM; activation, % at 3 µM; AID 1448, 2008; hit rate 0.29% among 220,000; 100% = the carbachol control signal;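 active = activation above its plate's cutoff, the mean activation of the plate's test wells plus 3 SD, cut at about 12% in these data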;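 note: 0% = DMSO only wells and 100% = carbachol wells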
Target sequence (Q8TDD5 whole entry, looked up): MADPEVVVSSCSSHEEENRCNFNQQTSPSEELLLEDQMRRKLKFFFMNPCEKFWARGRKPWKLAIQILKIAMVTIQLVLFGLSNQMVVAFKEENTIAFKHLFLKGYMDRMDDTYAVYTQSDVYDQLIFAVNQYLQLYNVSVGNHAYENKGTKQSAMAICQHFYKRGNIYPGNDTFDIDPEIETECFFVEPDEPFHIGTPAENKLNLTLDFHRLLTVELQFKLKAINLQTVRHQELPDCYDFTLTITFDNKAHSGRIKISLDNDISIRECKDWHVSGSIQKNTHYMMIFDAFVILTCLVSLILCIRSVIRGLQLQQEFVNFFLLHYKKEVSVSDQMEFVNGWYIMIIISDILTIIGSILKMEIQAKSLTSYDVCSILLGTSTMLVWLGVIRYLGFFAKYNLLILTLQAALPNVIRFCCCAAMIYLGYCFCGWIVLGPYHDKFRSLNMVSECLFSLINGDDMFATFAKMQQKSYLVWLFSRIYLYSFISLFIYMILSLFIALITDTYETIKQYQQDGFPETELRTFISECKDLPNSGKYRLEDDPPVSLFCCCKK
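Material: TRPML3-YFP stable HEK293 cells | Dosing: One concentration, 3 µM nominal, 0.3% DMSO | Timing: 125 s total fluorescence read per well | Technique: Fluo-8 calcium dye fluorescence, ex 470-495, em 515-575 nm | Measure: Percent activation from peak-to-basal fluorescence ratio, scaled between DMSO and carbachol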
NPY2 pot ag: NPY-Y2 potentiators or agonists, primary screen, cell-based | Neuropeptide Y receptor type 2 (Homo sapiens), P49146 | cells expressing NPY-Y2, potentiator/agonist read-out | activation, % at 3.6 µM | hit rate 0.45% among 220,000; in the data active = activation above about 27%;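 note: cells stimulated with NPY near EC25 plus isoproterenol at EC100; 0% = vehicle plus submaximal agonist and 100% = vehicle plus saturating agonist; some results beyond the cut were filed as inactive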
Target sequence (P49146 whole entry, looked up): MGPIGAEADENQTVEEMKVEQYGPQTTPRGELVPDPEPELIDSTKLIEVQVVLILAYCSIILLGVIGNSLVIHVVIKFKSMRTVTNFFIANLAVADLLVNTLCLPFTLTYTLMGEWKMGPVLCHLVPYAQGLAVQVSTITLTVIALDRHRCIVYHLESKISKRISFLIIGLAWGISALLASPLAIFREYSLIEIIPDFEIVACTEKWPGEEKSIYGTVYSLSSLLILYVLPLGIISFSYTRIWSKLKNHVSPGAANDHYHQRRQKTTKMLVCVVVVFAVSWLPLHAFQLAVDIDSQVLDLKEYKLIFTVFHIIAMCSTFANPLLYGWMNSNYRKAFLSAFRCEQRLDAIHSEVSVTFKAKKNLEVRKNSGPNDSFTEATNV
CHOP inhibitor: inhibitors of CHOP promoter induction, primary screen, cell-based, unfolded protein response, luciferase reporter. hit rate 3.8% among 220,000. inhibition, % at 10 µM. CHO-K1 CHOP-promoter luciferase, tunicamycin-induced, 15-18 h. AID 2732, 2010;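 active = compounds that reduced the stress-induced luciferase reporter signal by more than about 70% of percent inhibition, limit read from the data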;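 note: 0% = tunicamycin plus vehicle and 100% = wells without tunicamycin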
EP2 modulator: EP2 receptor modulators, cAMP readout, primary screen, cell-based, HTRF cAMP, PGE2 stimulation | Prostaglandin E2 receptor EP2 subtype (Homo sapiens), P43116 | EP2-expressing cells, cAMP HTRF FRET, PGE2 co-stimulation | induction, % at 25 µM | hit rate 0.83% among 260,000;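 active = compounds whose cAMP rise, as percent of the full-agonist control response, exceeds 60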;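 note: rat C6 glioma line stably carrying human EP2 under a CMV promoter; the protocol text gives 20 µM as final concentration; 100% = response of wells given 1 µM PGE2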
S1P4 agonist: S1P4 receptor agonists, primary screen, cell-based | hit rate 0.35% among 220,000 | activation, % at 4.98 µM | Sphingosine 1-phosphate receptor 4 (Homo sapiens), O95977 | S1P4-expressing cell line, agonist reporter assay; in the data active = activation above about 11%;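 note: 0% = DMSO vehicle and 100% = reference agonist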
NPY Y1 blocker: NPY-Y1 receptor antagonists, primary screen, cell-based; hit rate 1% among 200,000; inhibition, % at 3.6 µM; AID 1040, 2008; HEK293-CNG Y1 cells, membrane potential fluorescence; NPY at EC95, then isoproterenol;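 active = inhibition above the campaign mean inhibition of all tested compounds plus 3 SD, cut at about 20% in these data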;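 note: 0% = DMSO wells given NPY plus isoproterenol and 100% = isoproterenol alone without NPY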
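material = HEK293 cells with Y1 receptor plus CNG channel | also added = NPY 25 nM then isoproterenol 1 µM plus Ro 20-1724 25 µM | schedule = dye 3 h, compound 60 min room temperature, stimulation 45 min | measured by = membrane potential fluorescence | benchmarks = high control isoproterenol alone, low control NPY with isoproterenol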
NPY-Y1 PAM-ag: NPY-Y1 receptor potentiators or agonists, primary screen, cell-based | NPY-Y1 expressing cells, potentiator/agonist activation | activation, % at 3.6 µM | hit rate 0.37% among 220,000 | AID 1304, 2008; in the data active = activation above about 33%, passing the limit was not always enough;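 note: cells stimulated with NPY at EC10 then isoproterenol at EC100; 0% = low agonist plus stimulus and 100% = saturating agonist plus stimulus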
S1P4 antagonist: S1P4 receptor antagonists, primary screen, cell-based. S1P4-expressing cells, antagonist mode, reporter read-out. inhibition, % at 4.98 µM. hit rate 0.26% among 220,000. Sphingosine 1-phosphate receptor 4 (Homo sapiens), O95977. AID 1510, 2009; in the data active = inhibition above about 29%;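 note: 0% = wells stimulated with agonist and 100% = vehicle wells without agonist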
zfTRPN1 agonist: zebrafish TRPN1 channel agonists, primary screen, cell-based, HEK293, calcium fluorescence | transient receptor potential cation channel N1 (TRPN1/NompC), Danio rerio | hit rate 0.18% among 220,000 | HEK293 zebrafish TRPN1-YFP, Fluo-8 calcium fluorescence; 100% = response to 87 µM carbachol | activation, % at 3 µM;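 active = activation above its plate's cutoff, the mean activation of test wells on that plate plus 3 SD, cut at about 19% in these data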;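 note: 0% = DMSO alone and 100% = 87 µM carbachol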
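Control set: carbachol 87 µM as high control, DMSO as low control; system: HEK293 stable line with zebrafish TRPN1-YFP; read-out: % activation versus carbachol response; detection: intracellular calcium fluorescence with Fluo-8; doses: single test compound dose, 3 µM nominal, 0.3% DMSO; schedule: dye 1 h 37 °C plus 30 min RT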
* = called active by the depositor; nt = no result given; & = joins results of further samples.

SMILES	TRPML3 ag	NPY2 pot ag	CHOP inhibitor	EP2 modulator	S1P4 agonist	NPY Y1 blocker	NPY-Y1 PAM-ag	S1P4 antagonist	zfTRPN1 agonist
N#Cc1c(N)sc2c1CCN(C(=O)OCc1ccccc1)C2	-0.1	-11	29	9	-0.6	5	-24	-17	0.2
Cc1ccc(OCCNS(=O)(=O)c2ccc(N3CCCC3=O)cc2)cc1	1.9	-6	19	-52	0.8	8	-13	-4	4.7
Cc1ccc(S(=O)(=O)Nc2c(C)n(C)n(-c3ccccc3)c2=O)cc1	1.1&-0.3	5&18	-1&-2	11&-3	-0.3&-4.1	4&0	-9&-18	5&13	-0.5&-0.2
COc1ccc(S(=O)(=O)N(CCc2ccccc2)CC(N)=O)cc1	0.9	10	-19	-27	1.2	-1	3	-11	1.5
CC(C)Sc1cc(N2CCOCC2)nc(-c2ccccc2)n1	0.1	-1	31	74*	0.3	6	4	-19	-1.9
Cc1ccc(N2C(=N)/C(=C3/Nc4ccccc4S3)C(c3ccccc3)C2=O)cc1 (stereo not given)	0.2	12	-3	-16	-0.2	5	11	-12	0.8
S=c1[nH]nc(Cn2cnc3ccccc32)n1-c1ccccc1	1.0	2	3	6	-0.2	5	2	-1	-0.5
CC(C)(C)c1ccc(-c2n[nH]c(=S)n2C2CCCC2)cc1	-0.6	8	107*	16	1.9	2	15	4	1.0
Cc1ccc(C)c(S(=O)(=O)NC(CCC(N)=O)C(=O)O)c1 (stereo not given)	0.2	12	nt	nt	-1.4	5	17	0	1.0
O=C(/C=C/c1ccc(Br)cc1)NC(=S)Nc1ccc(S(=O)(=O)Nc2nccs2)cc1	0.6	-7	22	-14	0.7	0	-9	-7	1.0
CSCCC(NC(=O)c1ccco1)C(=O)O (stereo not given)	-0.4	-12	-8	16	8.4	8	-9	-17	1.6
CC(C)Cn1c(-c2cccs2)nc2ccccc21	-0.2	3	27	33	0.6	3	-4	-11	-2.1
O=C(O)COc1ccc(Nc2ccccc2)cc1	0.7	-11	-6	24	-0.1	-1	6	-8	0.2
Cn1cc(Cl)c(C(=O)NC2CCCC2)n1	0.4	-2	15	8	3.0	-3	11	1	2.2
O=[N+]([O-])c1ccc(C=Nc2ccc(Cl)cc2Cl)s1	1.7	10	32	5	2.5	1	15	1	-0.7
CN(C)/C=C/C(=O)c1ncc(C(F)(F)F)cc1Cl	0.9	28*	3	6	3.4	-2	2	-15	0.8
COc1cc2ncnc(NCc3ccco3)c2cc1OC	0.8	5	18	-7	0.2	1	18	-12	-0.5
COc1cccc(C2=CC(c3cc(OC)ccc3OC)n3nnnc3N2)c1 (stereo not given)	-0.9	3	nt	-27	-2.7	2	5	-26	-1.7
COc1cc(OC)nc(NC(=O)CS(=O)(=O)c2ccccc2)n1	1.3	5	37	8	-0.8	-5	-16	5	-0.1
CC(C)Sc1oc(-c2ccco2)nc1S(=O)(=O)c1ccc(F)cc1	0.7	-4	66	40	6.0	-4	-13	-26	0.8
COc1ccc(N2CCN(C(=O)C(C)(C)Oc3ccc(Cl)cc3)CC2)cc1	0.3	6	-4	5	5.5	0	-7	6	-1.7
CCCC(c1nnnn1CCOC)N1CCN(c2cccc(OC)c2)CC1 (stereo not given)	0.3	-7	11	30	-0.1	-2	-11	-2	0.8
Cc1sc2nc(CN3CCCC3)nc(NCc3ccncc3)c2c1C	0.2	0	22	18	1.4	3	-10	4	-1.0
COc1ccc(CN2CCNC(=O)C2CC(=O)NCCSc2nccn2C)cc1OC (stereo not given)	0.9	-6	-1	4	1.3	7	4	-23	1.1
CC(=O)c1ccc(OC(C)C)c(CSc2nc(O)cc(=O)[nH]2)c1	0.8	-10	-4	28	-3.4	-1	-24	-4	0.2

Single values from the entries so far:
Reading for O=C(O)COc1ccc(Nc2ccccc2)cc1 under NPY Y1 blocker: -1
Reading for Cc1ccc(S(=O)(=O)Nc2c(C)n(C)n(-c3ccccc3)c2=O)cc1 under S1P4 antagonist: 5&13
Reading for COc1cccc(C2=CC(c3cc(OC)ccc3OC)n3nnnc3N2)c1 (stereo not given) under EP2 modulator: -27

Other results follow.
SMILES	TRPML3 ag	NPY2 pot ag	CHOP inhibitor	EP2 modulator	S1P4 agonist	NPY Y1 blocker	NPY-Y1 PAM-ag	S1P4 antagonist	zfTRPN1 agonist
Cc1ccc(/C=c2\sc3nc(-c4ccccc4Br)nn3c2=O)o1	0.8	-12	53	28	1.5	6	-29	7	1.0
COc1ccc(OCCn2cc(/C(N)=N/O)c3ccccc32)cc1	-0.4	-2	24	15	-1.0	4	5	1	1.6
CCn1c(=O)c(C(=O)NC(C)C)c(O)c2ccccc21	0.8	16	72*	49	-2.1	-1	-25	3	-1.3
COc1ccc(S(=O)(=O)Cc2ccc(C(=O)NCCc3cc(OC)ccc3OC)o2)cc1	0.2	-16	-1	-39	-0.9	2	0	-9	4.1
O=C(Nc1ccc2c(c1)Cc1ccccc1-2)c1ccncc1	1.8	3	-20	-13	-2.1	-1	1	-7	2.8
O=S(=O)(O)c1ccc(N2N=C(c3ccccc3)CC2c2ccccc2)cc1 (stereo not given)	1.0	5	-5	17	0.8	-3	8	-5	-0.8
COc1cc(OC)cc(C(=O)NC2CCN(Cc3nnnn3Cc3ccc(F)cc3)CC2)c1	0.4	3	10	3	-2.4	3	7	1	-1.4
CCCCCCC1CCC(C(=O)Nn2c(C)nc3ccccc3c2=O)CC1 (stereo not given)	0.6	-11	30	21	-3.5	2	-26	11	-0.3
O=C1C2=C(c3ccccc31)[N+](=O)[C@@H]1CCCC[C@@H]1N2[O-]	0.2	0	22	4	0.8	7	-13	-8	0.1
COc1ccc(C(C)(C)C)cc1NC(=O)C1C2C=CC(C2)C1C(=O)O (stereo not given)	-0.7	-24	-10	21	0.1	2	-2	-12	3.3
Cc1cc(C)c2[nH]c(=O)c(CN(Cc3ccco3)C(=O)c3cccs3)cc2c1	-0.6	-10	61	-26&9	0.7	-3	-2	-11	0.5
O=[N+]([O-])c1cc([N+](=O)[O-])c(N2CCCCCC2)cc1NCCO	-0.5	14	38	14	-0.3	-1	-3	-20	0.2
CCOC(=O)COc1ccsc1C(=O)OC	1.0	-9	35	6	1.0	10	-12	-11	0.0
CC(C)(C)NC(=O)NC(=O)CSc1ncccn1	-0.1	5	7	-7	1.3	4	23	-11	-1.2
COc1ccc(NC(=O)C2CCC(C(C)(C)C)CC2)cc1S(=O)(=O)N1CCCCC1 (stereo not given)	0.7	1	62	15	-0.6	-1	-26	-29	-0.5
Cc1cc(C(=O)N/N=C/c2ccc(-c3cccc(Cl)c3)o2)n[nH]1	-0.2	-7	-10	-14	1.5	nt	3	9	-0.8
Cc1ccc(C)c(NC(=S)NNC(=O)c2cc3c(s2)CCC(C)C3)c1 (stereo not given)	0.3	-14	-6	11	1.3	8	-36	0	1.3
CCOC(=O)C1(Cc2ccccc2)CCCN(CCO)C1 (stereo not given)	0.7	-14	42	15	0.0	3	-4	-4	0.5
Fc1cccc(-n2c(-c3cccs3)nc3nc4ccccc4nc32)c1	0.2	19	39	12	1.7	nt	28	-18	0.6
COc1ccc(Cn2cnc3sccc3c2=O)cc1	0.1	-5	-2	27	0.6	8	6	-2	0.5
CC(C)c1ccc(NC(=O)NCc2ccc(F)cc2)cc1	-0.2	3	51	-26	0.7	1	12	-11	0.1
CCc1ccc(Nc2nnc(SCC(=O)Nc3cccc(S(=O)(=O)NC4=NCCCCC4)c3)s2)cc1	0.4	4	24	1	-0.3	-5	4	-8	-0.7
CC(NC(=O)Cc1ccccc1)c1cc2c(cc1Br)OCCCO2 (stereo not given)	-0.6	11	-12	-3	1.5	-1	-13	-11	0.9
C=CCSc1nc2sc3c(c2c(=O)n1CC)CCc1ccccc1-3	1.4	-26	-21	-14	0.5	2	-57	-4	0.1
COc1ccccc1C1N(c2ccc(F)cc2)C(=O)C2CCCN21 (stereo not given)	1.2	10	22	1	0.2	2	-18	-15	0.8

Additional results
SMILES	TRPML3 ag	NPY2 pot ag	CHOP inhibitor	EP2 modulator	S1P4 agonist	NPY Y1 blocker	NPY-Y1 PAM-ag	S1P4 antagonist	zfTRPN1 agonist
COc1ccc(/C=N/NC(=O)Cn2cnc3ccccc3c2=O)cc1	0.8	-7	0	-55	0.3	0	1	-7	1.2
O=C(COC(=O)c1cccnc1Cl)Nc1cccc(S(=O)(=O)N2CCCCC2)c1	1.3	5	5	-30	1.1	3	4	-10	3.3
O=C(Cn1ncc(Cl)c(Cl)c1=O)NC1CCS(=O)(=O)C1 (stereo not given)	0.6	-20	43	6	0.6	nt	13	3	2.2
O=C(c1cc2c([nH]c1=O)CCCC2)N1CCc2c([nH]c3ccccc23)C1c1ccccc1F (stereo not given)	0.7	10	16	-41	4.8	1	5	-4	0.9
Cc1cc(C)n(C(=O)C(C)n2nc([N+](=O)[O-])c(Br)c2C)n1 (stereo not given)	0.6	6	-4	37	-0.5	3	-8	-7	0.6
O=C(O)CCN=C1CCc2ccccc2N1	1.0	-10	23	11	-2.7	-2	-3	-11	-0.5
Cc1cccc(N2CCN(C(=O)CN3C(=O)C4CC=CCC4C3=O)CC2)c1C (stereo not given)	3.1	-10	-4	-28	-1.5	7	-9	11	6.2
O=C(CCCn1c(=S)[nH]c2ccccc2c1=O)NCc1ccco1	-0.4	-2	6	16	-0.7	-2	-20	-5	1.0
O=[N+]([O-])c1cccc(-c2nc3ccc([N+](=O)[O-])cc3[nH]2)c1	0.9	1	28	-51	2.5	3	6	-33	0.8
CCOC(=O)c1sc(NC(=O)Cc2ccc(F)cc2)nc1C	-0.7	10	26	29	2.1	1	8	-16	1.1
CCOC(=O)CSc1n[nH]c(NC(=O)c2ccccc2)n1	0.4	0	3	7	-0.5	0	4	5	1.5
O=C(CSc1nc2c(c(C(F)(F)F)n1)CCc1ccccc1-2)NCc1ccccc1	0.2	5	12	-95&-39	-1.3	1	-22	7	0.5
CCOC(=O)c1c(NC(=O)CN2CCOCC2)sc2c1CCCC2	-0.2	-3	21	62*	0.0	2	-1	-7	-2.4
O=C(Nc1nc(-c2cccc3ccccc23)cs1)c1cnccn1	0.7	-1	93*	-23	1.0	-1	-5	-3	0.3
